Compound activity deposited in PubChem BioAssay by NCI.
All columns: NCI-60 one-dose screen, growth in % after 48 h at 10 µM unless noted; 100 = growth as untreated, 0 = no growth, -100 = all killed.
KM12 = KM12 colon cancer cells; actives 5% (n = 82,000)
SF-295 = SF-295 CNS cancer cells; actives 5.6% (n = 79,000)
SNB-75 = SNB-75 CNS cancer; actives 5% (n = 79,000)
HCC-2998 = HCC-2998 colon cancer; actives 4.7% (n = 79,000)
SNB-19 = SNB-19 CNS cancer cells; AID 1794751; actives 2.5% (n = 81,000)
HCT-116 = HCT-116 colon cancer; actives 7.3% (n = 82,000); AID 1794798
SF-268 = SF-268 CNS cancer cells. actives 3.1% (n = 82,000)
U251 = U251 CNS tumor cells; AID 1794753; actives 5.4% (n = 80,000)
SF-539 = SF-539 CNS cancer; actives 6.8% (n = 81,000); AID 1794752
* hit, by the source's call; · = no result given; & = joins results of further samples; ! = not active in a repeat. Rule for the calls: active = growth percent below 10; inactive = the rest.

molecule,KM12,SF-295,SNB-75,HCC-2998,SNB-19,HCT-116,SF-268,U251,SF-539
O=C1/C(=C/c2ccc(OCc3cccc(Cl)c3)cc2)Oc2cc(O)ccc21,57,59,74,81,58,37,51,33,62
C=CC(=O)Nc1ccc(Oc2nccc(Nc3nnc(-c4ccccc4)s3)n2)cc1,94,103,78,112,94,101,94,101,95
C/C(=C(/C)C1CC1CCNC1CN(C(=O)OC(C)(C)C)C1)c1ccccc1 (centres undefined),109,100,105,103,103,101,104,102,110
OCc1n(Cc2ccc3ccccc3c2)cc[n+]1Cc1ccc2ccccc2c1,39,79,35,40,45,36,61,60,68
N#Cc1c(-c2ccccc2)nc(NCCO)[nH]c1=O,101,98,77,90,108,104,98,102,101
Oc1ccc(/C=N/Nc2ccc3nnc(-c4ccccc4)n3n2)cc1,53,83,75,106,78,63,65,88,57
CC(=O)CC(C)=O,99,118,88,102,116,114,100,101,126
O=C(O)c1ccccc1SSc1ccccc1C(=O)O,104&108&88,100&103&89,87&91&96,108&105,107&105&100,95&94&110,98&109&99,111&93&93,96&96&105
CC(=O)/C(=C/N1CCNC1=S)C(=O)Nc1ccccc1C,101,98,89,107,99,100,100,97,101
CCOC(=O)c1c(NCC(=O)Nc2ccc(Cl)cc2[N+](=O)[O-])sc(C(C)=O)c1C,93,98,80,101,102,83,95,98,103

Further results follow.
molecule,KM12,SF-295,SNB-75,HCC-2998,SNB-19,HCT-116,SF-268,U251,SF-539
O=C(O)CN(CC(=O)O)CC(O)CN(CC(=O)O)CC(=O)O,105,112,119,100,116,101,104,100,96
CCC(CS(=O)(=O)O)[N+](=O)[O-] (centres undefined),98,·,92,105,105,109,110,100,102
CN1CCN(Cc2occc(=O)c2O)CCN(C)CCN(Cc2occc(=O)c2O)CC1,29&109,76&102,100,48&112,88&98,11&100,64&113,23&95,48&94
O=C1c2ccccc2C(=O)c2c(NCCNCCO)ccc(NCCNCCO)c21,8.8*!,7.2*,-6.9*,41&37,7.5*!,-21*!,-7.0*,5.3*,-17*!
CC(=O)OCC1O[C@@H](OC(C)=O)[C@@H](NC(=O)NS(=O)(=O)c2ccccc2)C(OC(C)=O)[C@@H]1OC(C)=O (some centres undefined),105,94,91,113,99,108,100,106,97
COc1ccc(OC(=O)Nc2ccc([N+](=O)[O-])cc2OC)cc1,105,447,100,111,102,108,111,102,93
O=C(/C=C/c1cn(-c2ccccc2)nc1-c1ccccc1)NNC(=O)c1ccc(Cl)cc1Cl,76,76,95,94,56,40,75,32,20
Cc1[nH]c(C(=O)Nc2ccccc2OCc2cccc(C(=O)NCCN)c2)cc1Cl,86,101,74,109,86,38,88,53,97
CSc1nn(-c2nc(-c3ccco3)c(C#N)c(=O)[nH]2)c(N)c1C#N,104,95,82,104,107,94,104,104,92
Cc1ccc(-c2csc(NC(=O)CN3CCN(c4cc(=O)n(-c5ccccc5)c5ccccc45)CC3)n2)cc1,94,86,90,111,78,80,87,92,90

Next section.
molecule,KM12,SF-295,SNB-75,HCC-2998,SNB-19,HCT-116,SF-268,U251,SF-539
O=C(Nc1cccc(C(F)(F)F)c1)N1CCN(c2cc(-c3cn(-c4ccccc4)nc3-c3cccc(O)c3)ccn2)CC1,32,23,72,86,57,27,59,48,55
Cc1[nH]n(C(=S)Nc2nc3cc(Cl)c(F)cc3s2)c(=O)c1N=Nc1ccc(F)c(Cl)c1,110,·,86,114,90,·,90,96,108
CCCCCN(CCCCC)CC(=O)O[C@H]1C[C@H]2CC[C@@]1(C)C2(C)C,111,105,·,99,103,97,108,105,102
C=CCN(CC=C)CCN1C(=O)c2c(c3c4ccccc4n(C4CC(O)C(O)C(C)O4)c3c3[nH]c4ccccc4c23)C1=O (centres undefined),69,90,51,70,77,65,71,67,86
CC(C)C(C(=O)O)n1c(O)c(/C=C2/C=c3cc4c(cc3=NC2=O)OCCO4)sc1=S (centres undefined),100,95,84,101,95,106,102,101,98
CCCS(=O)(=O)Oc1ccc(-c2cn3ccoc3n2)cc1,103,94,95,101,99,105,101,104,105
CCOC(=O)c1c(NC(=S)Nc2ccccc2)sc2c1CCC(=O)C2,70,106,79,95,91,14,83,38,78
COc1cc(/C=C/C(=O)C2=C(C#N)C(=C(C#N)C#N)NC2(O)/C=C/c2ccc(O)c(OC)c2)ccc1O (centres undefined),91,101,86,102,94,·,91,91,92
O=S(=O)(O)Cc1c(O)ccc2ccccc12,102,·,103,102,115,108,106,90,93
COc1ccc(C2=CCCC2)cc1,105,92,93,103,108,97,101,98,93

Next entries:
molecule,KM12,SF-295,SNB-75,HCC-2998,SNB-19,HCT-116,SF-268,U251,SF-539
Nc1cnc(=S)[nH]c1N,99,120,105,110,108,104,105,105,105
O=C(c1ccccc1)c1c(/C=C/c2ccc(Cl)cc2)nc2ccccc2c1/C=C/c1ccc(Br)cc1,100,104,76,98,93,97,94,96,99
OCC(O)C(O)C(O)C(O)C(SCc1ccccc1)SCc1ccccc1 (centres undefined),98&102,98&102,103&102,130&105,112&99,105&97,97&113,97&97,100&99
Cn1c(=O)c2c(nc(NC3=NS(=O)(=O)c4ccccc43)n2Cc2ccccc2)n(C)c1=O,100,103,93,107,96,103,97,104,100
C(=C\c1cc(/C=C/c2ccccc2)c2ccccc2n1)/c1ccccc1,96,109,115,101,98,17,102,62,74
COc1cc(/C=N\NC(=O)c2c(C)nn(CC(O)c3ccccc3)c2N)ccc1OC(F)F (centres undefined),96,98,88,102,98,105,102,101,91
CCOC(=O)/C(C)=N/N,95,115,113,96,108,90,98,100,100
C/C(=C\CSc1ncccc1C(=O)O)CCCC(C)CCCC(C)CCCC(C)C (centres undefined),73,55,112,100,77,33,70,59,74
COc1ccc(CCN2C(=O)CSC2=S)cc1,6.1*,98,95,110,97,85,100,102,85
COc1ccc(C(=O)C(C)(CN(C)C)c2ccccc2)cc1 (centres undefined),108,100,76,109,102,99,104,92,96

Remaining list, next part.
molecule,KM12,SF-295,SNB-75,HCC-2998,SNB-19,HCT-116,SF-268,U251,SF-539
CC(C)Sc1nc(Nc2ccc(S(N)(=O)=O)cc2)c(C#N)c(-c2ccc(Cl)cc2)n1,113,98,·,108,100,109,137,107,105
CC1(C)Oc2cc3oc(=O)ccc3cc2C[C@@H]1OS(C)(=O)=O,107,101,94,113,100,107,103,99,103
CC(=O)C1CCC2C3CC4OCC5(CCC(=O)C=C45)C3CCC12C (centres undefined),104,107,96,106,101,98,102,103,102
Clc1ccc(/C=N/N=C/c2ccc(Cl)cc2)cc1,106,97,133,94,101,118,98,91,102
CN(C)CCCNc1nc(=O)n(-c2ccc3c(c2)OCCO3)c(=O)n1Cc1ccc(C(C)(C)C)cc1,97,117,85,106,115,104,92,·,101
COc1ccc(/C=C/C(=O)c2nnn(-c3ccc(C(=O)O)cc3)c2C)cc1,100,101,95,99,97,87,97,103,95
O=C1CCC(Nc2ccc(O)cc2)N1 (centres undefined),99,107,89,99,112,108,100,106,98
Cn1nc(SCc2ccccc2)c(=O)[nH]c1=O,106,102,87,108,107,101,100,101,105
COc1cc(NS(=O)(=O)c2ccc(NC3=C(Cl)C(=O)c4nc(C)ccc4C3=O)cc2)ncn1,99,106,108,104,88,75,97,92,98
CN1CCN(c2ccnc(NCCCNc3nc(N4CCOCC4)nc(N4CCOCC4)n3)n2)CC1,106,105,90,100,98,96,93,101,106

(continued)
molecule,KM12,SF-295,SNB-75,HCC-2998,SNB-19,HCT-116,SF-268,U251,SF-539
Oc1ccc(/C=N/Nc2nc(N/N=C/c3ccc(O)c(O)c3)nc(N3CCOCC3)n2)cc1O,102,104,102,106,104,106,103,103,103
N#CC1=C(Nc2ccccc2Cl)SC(c2ccncc2)NC1=O (centres undefined),102&108,103&88,141&92,122&104,99,110&105,108,103,103&101
O=C(O)C(=Nc1ccccc1)c1c[nH]c2ccccc12,109,102,77,102,104,103,100,98,113
O=C(CN1C(=O)S/C(=C\c2ccc(Cl)cc2)C1=O)Nc1ncc(Cc2ccccc2Cl)s1,104,100,90,107,106,98,102,99,98
Nc1nc(-c2ccccc2)c(N=Nc2cccc(Cl)c2)s1,59,93,98,102,93,62,90,72,96
COc1ccc(-c2nn(-c3cccc(NC(=O)c4cccc(C(F)(F)F)c4)c3)cc2-c2ccncc2)cc1Cl,15,-11*,6.6*,34,80,15,38,-3.2*,-40*
COc1ccc(/C=N/NC(=O)c2[nH]c3ccc(Br)cc3c2-c2ccccc2)s1,3.7*,16,26,27,31,-20*,40,30,1.2*
O=c1cc(-c2cccc(O)c2)oc2ccc3ccccc3c12,89,109,96,106,85,82,90,83,100
COc1ccc(C(=O)C(C)C)c2ccccc12,101,103,115,107,108,101,102,110,103
N#CC(c1ccc([N+](=O)[O-])cc1)C(CC(=O)c1ccccc1)c1ccccc1 (centres undefined),89&89,81&83,84&80,87&103,91&97,76&65,89&88,78&95,97&99

New compounds follow.
molecule,KM12,SF-295,SNB-75,HCC-2998,SNB-19,HCT-116,SF-268,U251,SF-539
C/C(=N\NC(=O)c1ccncc1)c1ccc(Cl)cc1,157,136,104,109,111,105,116,109,103
Cc1ccc(S(=O)(=O)NCCCNc2nccc(-c3c(-c4cccc(N)c4)nc4sccn34)n2)cc1,69,92,·,123,95,62,68,81,97
O=C(Oc1ccc(Cl)cc1Cl)c1ccccc1,112,101,83,131,100,110,117,91,100
Cc1cc(O)c(C(=O)c2c[nH]c(=O)c(-c3ccc([N+](=O)[O-])cc3)c2)cc1C,100,107,99,111,97,95,100,101,103
Cn1cc(-c2nnc(-c3cn(C)c4ncc(Br)cc34)o2)c2ccccc21,56,89,66,96,88,98,89,94,92
C=C(C)[C@@H]1CC[C@]2(C)[C@H](CC[C@@H]3[C@@H](/C(C)=C\CC=C(C)C)CC[C@]32C)[C@@]1(C)CC/C(N)=N/O,97,98,107,107,93,101,104,98,101
Cc1ccc(Nc2nc(SC(C)C)nc(-c3ccccc3)c2C#N)cc1,96,94,91,88,97,92,82,103,84
COC(=O)C1=C(C)NC(C)=C(C(=O)OCC(C)C)C1c1ccccc1[N+](=O)[O-] (centres undefined),27,57,69,83,82,30,67,69,66
Cc1cc(CO)cc(C)c1O,102,87,91,107,118,103,102,103,102
CN(C)CCN1C(=O)c2ccc3c4c(ccc(c24)C1=O)C(=O)N(CCN=C=S)C3=O,-93*,-72*,-75*,-87*,-92*,-72*,-89*,-96*,-82*

10 entries from above, arranged by formula weight, descending:
molecule,KM12,SF-295,SNB-75,HCC-2998,SNB-19,HCT-116,SF-268,U251,SF-539
C=CCN(CC=C)CCN1C(=O)c2c(c3c4ccccc4n(C4CC(O)C(O)C(C)O4)c3c3[nH]c4ccccc4c23)C1=O (centres undefined),69,90,51,70,77,65,71,67,86
O=C(c1ccccc1)c1c(/C=C/c2ccc(Cl)cc2)nc2ccccc2c1/C=C/c1ccc(Br)cc1,100,104,76,98,93,97,94,96,99
COc1ccc(-c2nn(-c3cccc(NC(=O)c4cccc(C(F)(F)F)c4)c3)cc2-c2ccncc2)cc1Cl,15,-11*,6.6*,34,80,15,38,-3.2*,-40*
Cc1[nH]c(C(=O)Nc2ccccc2OCc2cccc(C(=O)NCCN)c2)cc1Cl,86,101,74,109,86,38,88,53,97
C=CC(=O)Nc1ccc(Oc2nccc(Nc3nnc(-c4ccccc4)s3)n2)cc1,94,103,78,112,94,101,94,101,95
Cn1cc(-c2nnc(-c3cn(C)c4ncc(Br)cc34)o2)c2ccccc21,56,89,66,96,88,98,89,94,92
COc1ccc(/C=C/C(=O)c2nnn(-c3ccc(C(=O)O)cc3)c2C)cc1,100,101,95,99,97,87,97,103,95
COc1ccc(OC(=O)Nc2ccc([N+](=O)[O-])cc2OC)cc1,105,447,100,111,102,108,111,102,93
O=C(O)C(=Nc1ccccc1)c1c[nH]c2ccccc12,109,102,77,102,104,103,100,98,113
Cc1cc(CO)cc(C)c1O,102,87,91,107,118,103,102,103,102

Following part
molecule,KM12,SF-295,SNB-75,HCC-2998,SNB-19,HCT-116,SF-268,U251,SF-539
COc1cc(OC)cc(-c2n/c(=C\c3c(O)[nH]c4ccc(OC)cc34)cc3c2=Nc2ccccc2-3)c1,-50*,98,103,22,78,14,74,20,108
Cc1cc2c(-c3nc4cc(C(F)(F)F)ccn4c3NC3CCCCC3)c(O)c(O)cc2c(O)c1-c1c(C)cc2c(-c3nc4cc(C(F)(F)F)ccn4c3NC3CCCCC3)c(O)c(O)cc2c1O,58,55,80,74,53,36,54,42,41
CCCCN(CCCC)C1N=C(C)Nc2c1sc(=S)n2-c1ccc(OC)cc1OC (centres undefined),107,84,·,97,76,68,93,84,104
CCCCCCCCCCCCCCN(C)C,105,95,92,103,99,100,105,101,98
COc1ccc2c(c1)C(=O)c1c-2c(=O)n(CCCN(C)C)c2cc(OC)c(OC)cc12,70,21,49,83,59,53,47,44,55
O=C(CSc1nc2c(c(=O)[nH]1)CCCC2)Nc1ccccc1C(=O)O,103,100,125,123,100,96,106,103,98
COc1ccc2c(c1)CC[C@@H]1[C@@H]2CC[C@]2(C)C3C(=CC(COC(C)=O)C4C(=O)c5cccc(O)c5C(=O)C43)C[C@@H]12 (some centres undefined),92,90,103,129,102,82,111,91,103
O=c1[nH]c(=S)[nH]cc1Oc1ccc(Br)cc1Br,109,113,97,·,103,104,101,109,106
CCC(=O)Oc1cc2c(cc1[N+](=O)[O-])OCO2,101,97,87,115,97,95,102,84,94
O=C(O)c1ccc(S(=O)(=O)c2ccccc2)s1,114&110,117&110,84&92,107,104&98,104&99,98&105,103&107,100&107

(continued)
molecule,KM12,SF-295,SNB-75,HCC-2998,SNB-19,HCT-116,SF-268,U251,SF-539
Cc1nn(-c2ccccc2)c(-n2ccnc2)c1/C=N/Nc1nc(-c2ccc(C#N)cc2)cs1,79,78,85,86,85,89,85,94,85
CCOC(=O)C1=C(N)N(c2ccccc2)C2=C(C(=O)CC(C)(C)C2)C1c1cccnc1 (centres undefined),102,95,83,98,102,96,108,107,96
CSc1cc(=O)[nH]c(N)n1,93,98,93,104,108,101,100,99,101
O=C(O)Cc1ccc2c3c(cccc13)CC2,94,97,90,99,93,103,98,104,·
